Screens (PubChem)
GPR55 LPI antagonism = GPR55 antagonists blocking LPI-driven arrestin recruitment, primary screen, imaging, U2OS, beta-arrestin-GFP, LPI agonist (AID 2013); U2OS GPR55 beta-arrestin-GFP translocation imaging, LPI antagonism; higher % means a stronger effect; inhibition, % at 10 µM, or IC50 in µM where a hit was titrated; 290,000 compounds, 0.13% hits;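 active means spots per cell inhibited over 60%, with over 100 cells counted and total cytoplasm intensity under 500,000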;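 further: U2OS cells stably carrying GPR55 and arrestin-GFP stimulated by 5 µM LPI near EC80; imaged beta-arrestin-GFP aggregate spots per cell after agonist stimulation; plate controls were LPI-stimulated DMSO wells for no effect and DMSO wells without LPI for full effect; some results filed as inactive read as strong as hits; confirmed hits need IC50 under 10 µM and bright autofluorescent wells are also inconclusive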
HIV fusion peptide = inhibitors of HIV fusion peptide binding, primary screen, biochemical, uHTS, fluorescence dequenching (AID 1986). 290,000 compounds, 0.3% hits. cell-free peptide binding, fluorescence dequenching, 30 min; higher % means a stronger effect. one-dose inhibition, % at 20 µM; IC50 in µM for titrated hits; in the data active means inhibition mostly above about 52%, no sharp cut-off; inactive means mostly below about 76%; further: some results filed as inactive read as strong as hits
KOR beta-arrestin-1 = KOR antagonists, beta-arrestin recruitment, cell-based, luminescence, uHTS (AID 1778); KOR beta-arrestin recruitment, luminescence, antagonist mode; higher % means a stronger effect; one-dose inhibition, % at 10 µM; IC50 in µM for titrated hits; 290,000 compounds, 0.091% hits; further: strong numbers were not always called active
NOD2 inhibition = NOD2 signaling inhibitors, cell-based, luminescence, uHTS, HEK293 (AID 1566); HEK293 NOD2/NF-kB luciferase reporter, luminescence; higher % means a stronger effect; inhibition, % at 4 µM; hits with a dose series show EC50 in µM; 290,000 compounds, 0.63% hits; further: many of its hits are not listed in these tables
KOR beta-arrestin-2 = KOR agonists, beta-arrestin recruitment, primary screen, cell-based, luminescence, uHTS (AID 1777). activation, % at 10 µM; hits with a dose series show EC50 in µM. KOR beta-arrestin recruitment, luminescence; higher % means a stronger effect. 280,000 compounds, 0.02% hits; in the data active means activation above about 50%, passing the limit was not always enough; further: a part of the inactive calls stands beside numbers as strong as those of hits
Large T inhibition = SV40 large T antigen inhibitors, biochemical (AID 1903). 310,000 compounds, 0.39% hits. one-dose inhibition, % at 20 µM; IC50 in µM for titrated hits. SV40 large T antigen ATPase/helicase inhibition assay; higher % means a stronger effect; in the data active means a potency from the dose series; further: strong numbers were not always called active
Rac1 GTP hydrolysis = MgcRacGAP GTPase-activating activity inhibitors, confirmation, biochemical, ADP Hunter fluorescence; Rac GTPase-activating protein 1 (Homo sapiens); MgcRacGAP-stimulated Rac1 GTP hydrolysis, ADP Hunter fluorescence; higher % means a stronger effect; GST-tagged Rac1 F28L mutant substrate; inhibition, % at 30 µM, or IC50 in µM where a hit was titrated; 340,000 compounds, 0.6% hits; AID 624330, 2012;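 active means first-screen hits whose inhibition reached a set limit at any dose in the follow-up dose series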;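 further: fluorescence reports GDP produced by GAP-driven GTP hydrolysis; strong numbers were not always called active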
NOD1 NF-kB reporter = NOD1 signaling inhibitors, primary screen, cell-based, luminescence, uHTS (AID 1578); 290,000 compounds, 1% hits; NOD1-driven NF-kB luciferase reporter cells, luminescence; higher % means a stronger effect; one-dose inhibition, % at 4 µM; EC50 in µM for titrated hits; in the data active means inhibition mostly above about 36%, no sharp cut-off; inactive means mostly below about 34%;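 further: HEK-293T reporter cells stimulated with the NOD1 agonist gamma-tri-DAP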
GPR55 beta-arrestin = GPR55 agonists via beta-arrestin recruitment, primary screen, imaging, U2OS cells, beta-arrestin-GFP redistribution (AID 1961) | U2OS GPR55 beta-arrestin-GFP redistribution imaging; higher % means a stronger effect | 290,000 compounds, 0.048% hits | G-protein coupled receptor 55 (Homo sapiens) | activation, % at 10 µM; hits with a dose series show EC50 in µM;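 active means activation above 40% with more than 50 cells counted in the well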;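 further: U2OS osteosarcoma cells stably expressing GPR55 and beta-arrestin-GFP; plate controls were DMSO negative control for no effect and LPI positive control for full effect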
* marks the source's active call; other numbers are inactive results; nt = not tested or not shown; [ ] = remark or other dose. Unless noted, no stated cut-off is given here; in the data, active means inhibition above about 50%; inactive means the rest.

GPR55 LPI antagonism | HIV fusion peptide | KOR beta-arrestin-1 | NOD2 inhibition | KOR beta-arrestin-2 | Large T inhibition | Rac1 GTP hydrolysis | NOD1 NF-kB reporter | GPR55 beta-arrestin | mol
-7% | 0.5% | -21% | -8% | 3.0% | -2% | 0% | -24% | -0.5% | O=C(O)c1ncn(Cc2ccc(Br)cc2)c1C(=O)O
-5% | -2.6% | -38% | -19% | 1.3% | 15% | 5% | 12% | 0.0% | O=C(Nc1ccccn1)c1onc2c1CCCC2
-3% | 0.0% | 5% | 10% | 0.5% | 10% | 10% | -5% | -0.1% | CCN(CC)S(=O)(=O)c1ccc(Cl)c(C(=O)NC2CCN(Cc3ccccc3)CC2)c1
6% | -0.8% | 3%[20 µM] | -2% | -1.9% | 15% | 7% | -6% | -0.2% | CCOC(=O)[C@@H]1[C@H]2COc3cc(OC)ccc3[C@H]2N2C(=O)N(c3cccc(Cl)c3)C(=O)[C@@]12C
15% | 0.2% | -27% | 19% | 0.5% | 7% | 10% | 28% | -0.1% | Cc1ccc(Nc2nc(OC(C(F)(F)F)C(F)(F)F)nc(N3CCOCC3)n2)cc1
-9% | -0.8% | 9% | 6% | 1.2% | 0% | 9% | -29% | 0.6% | O=C(Cc1ccc(Cl)cc1)NCC(=O)N1CCCCCC1
-7% | 7.2% | -25% | -44% | -3.3% | -8% | 2% | -35% | -0.1% | COc1ccc(C)cc1NC(=O)CSc1nnc(-c2ccc(C)cc2)o1
1% | 0.5% | 7% | 7% | 2.4% | -1% | 3% | -26% | -0.3% | C=CCS(=O)(=O)N1CCC(CCOc2ccccc2)(C(=O)OCC)CC1
10% | 0.6% | -8% | -5% | -8.4% | -5% | -2% | -12% | -0.3% | Cc1ccc(S(=O)(=O)NCCCCCC(=O)Nc2nccs2)cc1
1% | 0.5% | 2% | 7% | 2.1% | 5% | 2% | nt | -0.4% | O=c1oc2ccccc2c2c1ncn2-c1ccccc1
1% | -0.1% | 25% | 10% | 1.0% | 5% | 0% | 0% | -0.2% | O=C(c1csc2c1CCCC2)N1CCCCC1
17% | -0.7% | -22% | 7% | 3.4% | 3% | 3% | nt | 0.2% | CCOc1ccc(C(=O)CN2CCN(S(=O)(=O)c3ccc(Cl)cc3)CC2)cc1
1% | -0.1% | -7%[20 µM] | -10% | nt | 16% | 7% | -27% | -0.1% | COc1ccc(C(=O)C2CCCN(C(=O)C3=CCCC3)C2)c(C)c1 (stereo not drawn)
5% | 1.2% | 33% | 7% | 6.1% | 1% | 11% | -18% | 0.2% | O=C(C1CC1)N1CCc2cc(Br)cc(S(=O)(=O)NCCCN3CCCC3)c21
-4% | 0.9% | -16% | 5% | 3.8% | 3% | 11% | 10% | -0.2% | CCc1cc2c(=O)n(-c3ccccc3)c(SCC(N)=O)nc2s1
-7% | 26% | 11% | 6% | -0.1% | -2% | 6% | 11% | -0.2% | O=[N+]([O-])c1ccc(N2CCOCC2)cc1SCc1ccco1
3% | -1.4% | -24% | -31% | 4.7% | 4% | 10% | 15% | 0.0% | O=C(CC1C(=O)NCCN1Cc1ccc(Cl)c(F)c1)NCCc1cccnc1 (stereo not drawn)
6% | 9.6% | 12% | 12% | 51% | 6% | 6% | 33% | -0.2% | O=C(Nc1cc(F)cc(F)c1)c1ccc(NCCc2ccccc2)c([N+](=O)[O-])c1
-10% | 11% | 21% | 20% | -3.2% | 6% | 8% | 12% | 0.0% | CCC(C)(C)n1nnnc1C(C(C)C)N(Cc1ccco1)Cc1cc2cc3c(cc2[nH]c1=O)OCO3 (stereo not drawn)
9% | -0.3% | -5% | 1% | -4.6% | 4% | 8% | -6% | 0.0% | CC1CCN(c2oc(-c3ccc(F)cc3)nc2C#N)CC1
-15% | -0.4% | 8% | 8% | -2.9% | 9% | -1% | -17% | 1.2% | Cc1nnc(SCC(=O)N(C)c2ccccc2)n1Cc1ccccc1
3% | 2.9% | -2% | -2% | 14% | 4% | 4% | -1% | 0.6% | CC(C)C(=O)NC(Nc1cc(C(F)(F)F)ccc1Cl)C(Cl)(Cl)Cl (stereo not drawn)
-12% | -3.0% | 3% | -11% | -6.5% | 14% | 11% | -7% | -0.2% | CCn1c(O)c(N=NC(=O)c2ccc(CSc3nncn3C)cc2)c2ccccc21
2% | 9.3% | 5% | -5% | -2.9% | 14% | 3% | -18% | -0.1% | Cn1c(=O)oc2cc(S(=O)(=O)NCCC(=O)N3CCN(c4ccccc4F)CC3)ccc21
5% | -0.9% | -13% | 12% | 11% | 5% | 7% | 6% | -0.2% | COc1cc(CCC(=O)OCc2nnc(-c3ccccc3)o2)cc(OC)c1OC
-12% | -1.4% | -30% | 8% | 4.7% | 17% | 2% | -10% | 0.2% | CC1(C)CC(=O)c2cc(C(=O)NC3CCSC3=O)c(=O)n(-c3ccccc3)c2C1 (stereo not drawn)
-19% | -1.0% | -2% | 8% | -8.3% | 3% | 21% | -2% | 0.0% | Cc1[nH]c(-c2ccc(F)cc2)cc1C(=O)N1CCN(c2cccc(Cl)c2)CC1
7% | -0.4% | -25% | -5% | 2.9% | 2% | 1% | -16% | -0.1% | CN(CCNC(=O)c1cn(C)c2ccc(S(=O)(=O)N3CCCC3)cc2c1=O)CCc1ccccc1
0% | 0.5% | -19% | -22% | -2.3% | 23% | 3% | -7% | -0.1% | CN(C)Cc1c(C(=O)N/N=C/c2ccc(-c3ccccc3)cc2)nnn1-c1nonc1N
2% | 1.3% | -9% | 4% | -5.5% | 6% | -3% | -15% | 2.1% | O=C(Cc1ccc(S(=O)(=O)N2CCCC2)s1)N1CCN(c2ccc(F)cc2)CC1

Some of these compounds in order of length of the SMILES, falling:
GPR55 LPI antagonism | HIV fusion peptide | KOR beta-arrestin-1 | NOD2 inhibition | KOR beta-arrestin-2 | Large T inhibition | Rac1 GTP hydrolysis | NOD1 NF-kB reporter | GPR55 beta-arrestin | mol
7% | -0.4% | -25% | -5% | 2.9% | 2% | 1% | -16% | -0.1% | CN(CCNC(=O)c1cn(C)c2ccc(S(=O)(=O)N3CCCC3)cc2c1=O)CCc1ccccc1
-19% | -1.0% | -2% | 8% | -8.3% | 3% | 21% | -2% | 0.0% | Cc1[nH]c(-c2ccc(F)cc2)cc1C(=O)N1CCN(c2cccc(Cl)c2)CC1
3% | -1.4% | -24% | -31% | 4.7% | 4% | 10% | 15% | 0.0% | O=C(CC1C(=O)NCCN1Cc1ccc(Cl)c(F)c1)NCCc1cccnc1 (stereo not drawn)

Remaining list, next part
GPR55 LPI antagonism | HIV fusion peptide | KOR beta-arrestin-1 | NOD2 inhibition | KOR beta-arrestin-2 | Large T inhibition | Rac1 GTP hydrolysis | NOD1 NF-kB reporter | GPR55 beta-arrestin | mol
59% | 1.1% | -20% | 7% | 0.4% | 1% | 7% | -5% | -0.1% | CC(Oc1ccccc1)C(=O)Nc1ccccc1F (stereo not drawn)
14% | 2.3% | -29% | 9% | 0.7% | 21% | 11% | -4% | 0.2% | O=C(CSc1nnc(CNc2ccc(F)cc2)n1Cc1ccco1)N1CCOCC1
-13% | -0.1% | -27% | -9% | -2.6% | 12% | 3% | -30% | 0.1% | O=C(c1ccc(S(=O)(=O)N2CCc3ccccc3C2)cc1)N1CCCCC1
13% | -0.3% | 11%[20 µM] | 2% | nt | 10% | 9% | 34% | 0.8% | Cc1ccccc1CC1(CO)CCCN(Cc2c(C)nn(C)c2Cl)C1 (stereo not drawn)
-6% | -1.0% | -16% | -19% | 5.9% | 1% | -10% | -3% | -0.3% | Cc1ccc(NC(=O)N2CCCC2)cc1Cl
14% | 0.1% | -6% | 21% | -1.7% | 5% | 7% | -28% | -0.3% | CC(=O)Oc1cccc(N2C(=O)c3ccc(C(=O)Nc4c[nH]c(=O)[nH]c4=O)cc3C2=O)c1
-4% | -1.9% | -8% | -18% | -2.5% | 6% | 11% | -37% | -0.2% | c1ccc(CCN2CN=C(Nc3nc4ccccc4o3)NC2)cc1
7% | 4.1% | -5% | 25% | -2.2% | 8% | 8% | 22% | -0.3% | c1coc(CNc2ncnc3c2oc2ccccc23)c1
12% | -0.3% | 28% | 13% | 26% | 3% | 4% | 6% | -0.4% | Cc1ccc2c(c1)cc(CN(Cc1ccco1)S(=O)(=O)c1ccccc1)c1nnnn12
6% | 0.6% | -12% | -9% | -8.8% | 7% | 6% | 11% | 0.3% | CCCCn1c(N)c(C(=S)NC(=O)CC(C)(C)C)c(=O)n(C)c1=O
-12% | 2.2% | -8%[20 µM] | 22% | -0.1% | 6% | 1% | 18% | 0.6% | Cc1ccc(OC(C)C(=O)Nc2ccncc2)cc1C (stereo not drawn)
-20% | 0.5% | -10% | -50% | 2.9% | 7% | -1% | 13% | -0.1% | Cc1cccc(C(=O)Nc2sc(C)c(-c3ccccc3)c2C#N)c1
-4% | 0.9% | 6% | 10% | 5.1% | 2% | 2% | -12% | -0.1% | CCCCOc1ccc(C(=O)NCc2ccncc2)cc1
-4% | -0.3% | -24% | -7% | 1.1% | 4% | 3% | -5% | 0.0% | C=CCNC(=O)c1cc2sccc2n1C
-4% | -1.3% | -14% | -25% | 2.7% | 13% | 30% | 30% | -0.1% | c1ccc(CN2CCC(N3CCC(N4CCCCCC4)CC3)CC2)cc1
-2% | 1.4% | -26%[20 µM] | 10% | 2.4% | 10% | 5% | -31% | -0.3% | CCN(C(=O)/C=C/c1cc(OC)c(OC)c(OC)c1)C1CCCCC1
16% | -1.0% | 7% | 24% | -1.1% | 0% | 13% | 11% | -0.3% | CCC1CCCCN1CCCNC(=O)C1CCC(=O)N1Cc1ccc(C)cc1 (stereo not drawn)
-5% | -3.2% | -17% | 10% | 0.1% | 2% | -1% | 20% | -0.4% | O=C(c1ccc(NS(=O)(=O)c2cccs2)cc1)N1CCCCC1
13% | -3.3% | -5% | 12% | -1.9% | 5% | 15% | -9% | 0.3% | C/C(=N\NC(=O)c1[nH]c2c([N+](=O)[O-])cc(C)cc2c1-c1ccccc1)c1cccnc1
11% | 0.8% | -13% | 10% | -1.3% | 1% | 15% | -13% | -0.2% | CCC(C)NC(=O)Cn1nc([N+](=O)[O-])c(Cl)c1C (stereo not drawn)
8% | 3.5% | -31% | -9% | -4.4% | 23% | 0% | -19% | -0.5% | CSc1nsc(/C=C/Nc2ccc(C)c(C)c2)c1C#N
2% | -0.8% | -35%[20 µM] | 14% | 0.9% | 7% | 4% | -33% | 0.0% | COc1ccc(-c2ccc(=O)n(Cc3ccccc3)n2)cc1
-5% | -4.0% | -95% | 21% | 4.2% | 9% | 14% | 57% | 0.5% | COc1ccc(O)c(/C=N\NC(=O)CCn2nnc3ccccc32)c1
14% | -1.4% | 20% | 2% | 1.8% | 12% | 5% | -15% | -0.1% | COc1cccc(/C=N/N(C)C2=NS(=O)(=O)c3ccccc32)c1O
0% | -1.9% | -20% | 4% | -2.3% | 3% | 6% | -1% | 0.3% | Cc1cc(C)cc(C(=O)Nc2ccc3[nH]c(=O)[nH]c3c2)c1

These rows are one share of the data, so the mix of outcomes need not match the whole.
